Screens from PubChem.
EBNA-1 inhibitor = blocks EBNA-1 binding to DNA. inhibition, % at 14.8 µM. AID 1950. hit rate 0.34% among 300,000. EBNA-1 DNA binding, fluorescence polarization; in the data active means inhibition above about 28%
PAFAH1B3 inh = blocks human PAF acetylhydrolase 1B catalytic subunit 3; inhibition, % at 3.39 µM; AID 492972; Q15102; recombinant PAFAH1B3, FP-rhodamine probe, fluorescence polarization; hit rate 0.28% among 340,000;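 active means inhibition above the screen-wide average of all tested compounds plus 3 SD, cut at about 25% in these data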;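 further: 0% = enzyme with DMSO only and 100% = wells lacking PAFAH1B3 protein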
LYPLA2 inh = counter-screen for PME1 inhibitors: inhibitors of human LYPLA2. recombinant LYPLA2, FP-Rh probe fluorescence polarization. AID 2177. hit rate 0.38% among 320,000. O95372. inhibition, % at 5.9 µM;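 active means inhibition above the screen-wide mean plus 3 SD, limit set per campaign, cut at about 26% in these data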;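 further: 0% = LYPLA2 with DMSO and 100% = wells lacking LYPLA2 enzyme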
pPAFAH inh = pPAFAH (human) enzyme inhibition | inhibition, % at 3.39 µM | AID 463082 | recombinant pPAFAH, FP-rhodamine probe fluorescence polarization | hit rate 1.5% among 330,000 | Q13093;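 active means inhibition above the mean inhibition across the screen plus 3 SD, cut at about 25% in these data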;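 further: inhibitors block binding of the rhodamine activity-based probe so polarization drops; 0% = enzyme with DMSO and 100% = wells lacking pPAFAH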
PREPL inh = inhibitors of human prolyl oligopeptidase-like enzyme PREPL; Q4J6C6; recombinant PREPL, fluorescence polarization activity-based probe; inhibition, % at 5.96 µM; hit rate 0.68% among 320,000; AID 2751; in the data active means inhibition above about 43%;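 further: 0% = enzyme with DMSO and 100% = wells lacking enzyme; many of its hits are not listed in these tables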
Target sequence (Q4J6C6 whole entry, looked up): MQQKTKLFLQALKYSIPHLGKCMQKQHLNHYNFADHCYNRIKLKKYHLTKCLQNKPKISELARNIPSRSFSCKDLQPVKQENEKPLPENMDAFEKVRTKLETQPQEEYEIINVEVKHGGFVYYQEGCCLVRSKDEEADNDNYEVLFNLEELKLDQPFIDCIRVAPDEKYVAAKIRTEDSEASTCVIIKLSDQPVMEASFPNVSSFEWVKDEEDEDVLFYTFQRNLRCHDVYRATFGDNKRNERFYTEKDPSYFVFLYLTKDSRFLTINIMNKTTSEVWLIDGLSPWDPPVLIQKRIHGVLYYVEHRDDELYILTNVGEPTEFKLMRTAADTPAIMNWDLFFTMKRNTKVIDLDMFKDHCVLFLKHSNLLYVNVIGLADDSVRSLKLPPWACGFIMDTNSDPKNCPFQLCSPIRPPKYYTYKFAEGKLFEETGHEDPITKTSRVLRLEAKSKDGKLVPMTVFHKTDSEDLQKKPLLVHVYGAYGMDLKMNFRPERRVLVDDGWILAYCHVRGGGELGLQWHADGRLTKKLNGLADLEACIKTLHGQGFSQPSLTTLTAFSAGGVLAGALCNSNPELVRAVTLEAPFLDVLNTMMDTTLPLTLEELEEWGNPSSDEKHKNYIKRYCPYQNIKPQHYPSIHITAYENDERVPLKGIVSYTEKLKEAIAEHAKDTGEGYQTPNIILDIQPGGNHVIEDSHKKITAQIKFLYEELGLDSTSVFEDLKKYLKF
PAFAH1B2 inh = blocks human PAF acetylhydrolase 1b catalytic subunit 2. P68402. recombinant PAFAH1B2, FP-rhodamine activity probe, fluorescence polarization. inhibition, % at 3.39 µM. hit rate 1.2% among 340,000. AID 492953;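 active means inhibition above the mean of all tested compounds plus 3 SD, cut at about 24% in these data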;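 further: 0% = enzyme with DMSO and 100% = wells lacking PAFAH1B2; many of its hits are not listed in these tables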
ZTA counter = ZTA (EBV) inhibition in EBNA-1 counter-screen; P03206; ZTA-DNA binding, fluorescence polarization; inhibition, % at 11 µM; hit rate 0.15% among 320,000; AID 2234; in the data active means inhibition above about 33%
Target sequence (P03206 whole entry, looked up): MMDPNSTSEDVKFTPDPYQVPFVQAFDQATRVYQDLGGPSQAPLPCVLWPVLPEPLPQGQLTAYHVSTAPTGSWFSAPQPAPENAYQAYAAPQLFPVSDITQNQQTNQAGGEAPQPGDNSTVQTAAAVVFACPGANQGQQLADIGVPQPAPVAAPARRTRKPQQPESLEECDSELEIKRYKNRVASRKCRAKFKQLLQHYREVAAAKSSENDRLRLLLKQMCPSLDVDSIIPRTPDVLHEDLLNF
PAFAH2 FP inh = PAFAH2 (human) inhibition; Q99487; recombinant PAFAH2, FP-rhodamine activity probe, fluorescence polarization; inhibition, % at 3.39 µM; hit rate 0.99% among 340,000; AID 492956;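 active means inhibition above the mean over all tested compounds plus 3 SD, cut at about 30% in these data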;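 further: inhibitors block probe labeling of enzyme so polarization drops; 0% = enzyme with DMSO and 100% = wells lacking PAFAH2 protein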
LYPLA1 inh = LYPLA1 (human) inhibition in PME1 counter-screen; recombinant LYPLA1, FP-Rh probe fluorescence polarization; O75608; hit rate 0.16% among 320,000; inhibition, % at 5.9 µM;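 active means inhibition above the mean of all tested compounds plus 3 SD, set per campaign, cut at about 14% in these data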;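 further: inhibitors block serine hydrolase probe labeling of LYPLA1 so polarization falls; 0% = enzyme with DMSO and 100% = wells lacking LYPLA1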
An asterisk follows results filed as active; . = no result given. A portion of the library, so the mix of outcomes need not match the whole.

SMILES	EBNA-1 inhibitor	PAFAH1B3 inh	LYPLA2 inh	pPAFAH inh	PREPL inh	PAFAH1B2 inh	ZTA counter	PAFAH2 FP inh	LYPLA1 inh
CCOC(=O)[C@@H]1[C@H]2COc3ccccc3[C@@H]2N2C(=O)N(c3ccc(F)cc3)C(=O)[C@@]12C	-10.2	0.9	-1.5	4.0	-58.0	2.9	13.2	-1.0	-2.1
CCCc1nc([N+](=O)[O-])c(S(=O)(=O)c2ccccc2)n1CC(C)C	-3.2	3.4	4.6	2.3	-1.3	-0.6	7.7	7.4	-0.1
CCCS(=O)(=O)N1CCCC(c2nc(-c3cccc(OC)c3)no2)C1 (stereo not given)	3.0	-4.0	1.2	-0.7	3.6	-3.6	7.1	5.8	-1.7
CC(NC(=O)Cc1cccs1)c1ccc2c(c1)OCO2 (stereo not given)	-1.9	3.0	6.0	8.9	-3.3	10.2	-14.3	7.9	1.8
CCN=C1SC(CC(=O)Nc2ccc(N3CCOCC3)cc2)C(=O)N1CC (stereo not given)	-10.4	0.3	2.8	-2.2	4.8	-1.0	-4.7	-12.5	1.0
Cc1c(CNC2CCCC(C)C2C)c(C(=O)O)c(C)n1Cc1ccccc1 (stereo not given)	15.5	0.5	4.0	6.3	8.9	3.7	8.7	3.0	0.1
COc1ccc(/C=N\NC(=O)c2ccccc2Cl)cc1COc1c(F)c(F)c(F)c(F)c1F	2.3	-14.1	-21.6	14.0	-29.6	-10.6	11.5	-23.8	-10.8
O=C(Nc1ccc(F)cc1)c1ccc(C(=O)N2CCOCC2)cc1	4.5	0.9	-7.4	2.8	5.1	4.9	1.3	2.9	0.3
NC(=O)c1c(NC(=O)CN2C(=O)NC(Cc3ccccc3)C2=O)sc2c1CCC2 (stereo not given)	0.3	0.3	9.5	11.7	29.0	5.9	-11.8	19.3	1.6
CCOc1ccc(-n2c(SCC(=O)N3CCc4ccccc43)nnc2-c2c[nH]c3ccccc23)cc1	17.4	0.9	-0.6	-2.1	-16.5	0.3	-9.0	11.0	-4.6
COC(=O)c1cc(S(=O)(=O)N2CCN(c3ccccc3)CC2)c[nH]1	-3.5	9.4	1.6	-1.6	-21.7	3.8	0.6	-1.3	-2.1
Cc1ccc(-c2nc(C(=O)NCCCN3CCOCC3)cc3c2[nH]c2ccccc23)cc1	-13.6	-1.5	-16.4	-7.1	7.0	2.9	2.5	-5.7	-11.2
CCN(CC)C(=O)Oc1ccc2c(=O)c(-c3ccc(OC)cc3)coc2c1	-1.2	3.2	0.2	-0.3	8.5	-0.8	6.5	1.3	-0.2
CCOC(=O)CN1C(=O)S/C(=C/c2ccc(C)o2)C1=O	-3.1	3.6	2.6	6.2	4.0	1.9	-8.9	-3.7	-1.2
O=C(NCCc1ccccc1)c1cccc2c1C(=O)c1ccc(N3CCOCC3)cc1S2(=O)=O	.	2.1	.	-0.8	16.9	-8.5	.	0.8	.
CCCCNC(=O)c1cc(-c2ccc(OC)c(OC)c2)on1	-0.2	-7.7	7.0	4.4	4.2	0.4	8.0	10.5	5.0
CCCc1cc(=O)oc2c(C)c(OCc3nn[nH]n3)ccc12	-8.4	13.4	10.6	4.4	-0.7	2.8	-16.5	-0.1	3.9
CCOC(=O)CN1C(=O)C(=O)N(Cc2cccc(C)c2)C1=O	-5.5	-0.6	4.1	-1.0	12.4	3.7	-5.2	4.6	2.2
COc1ccccc1C1=CC(=O)CCC1	6.8	16.2	2.5	1.9	-9.1	-0.6	5.5	1.6	1.2
N#CC(C#N)=c1ccc2c(c1)NC1(CCCCC1)N=2	37.6*	4.6	-5.6	9.0	-9.1	6.0	40.2*	18.1	-1.8
Cc1cc(C)c[n+](-c2[nH]c(=O)sc2/C=N/N=C(\N)[S-])c1	7.3	-4.4	-5.1	-6.2	3.9	2.6	0.2	-1.9	0.5
CCc1ccc(C(=O)Nc2cc(C)on2)o1	-12.1	4.0	-1.6	5.0	-6.3	0.9	-0.9	1.0	-0.5
CCOC(=O)c1c(C)[nH]c(N=Nc2cccc(OC)c2)c1C	0.2	2.2	3.1	5.8	38.3	1.9	-4.1	3.5	0.7
CN(C1CCCCC1)S(=O)(=O)c1ccc(SCC(=O)C(C)(C)C)nc1	.	10.2	.	2.6	6.2	8.6	.	6.9	.
CN(C)S(=O)(=O)c1ccc(NC(=O)COC(=O)CC2CC3CCC2C3)cc1 (stereo not given)	-16.6	4.9	-0.8	11.5	19.9	3.6	-9.1	4.3	1.9
CNC(=S)N(CCCO)Cc1cc2cc3c(cc2[nH]c1=O)OCO3	2.4	7.7	-2.0	7.2	7.4	0.4	0.4	5.3	-0.5
COCCNC(=O)COC(=O)CSCc1nc2ccccc2s1	-1.6	3.9	5.1	2.5	18.8	-0.1	-6.0	4.7	1.5
CCOc1ccccc1NC(=O)CSc1nnc(Cc2cccn2C)n1-c1ccc(F)cc1	-14.5	5.6	-5.9	10.1	-0.5	3.9	7.0	7.5	0.7
Cn1cc(Cl)c(C(=O)Nc2nc3ccccc3s2)n1	11.6	15.1	2.9	1.9	-1.9	3.5	-8.7	0.7	0.2
Cc1ccc(NC2CCCN(C(=O)c3ccnc(Cl)c3)C2)cc1C (stereo not given)	-9.0	9.0	-10.0	-1.3	12.4	-0.6	-3.9	0.8	-3.9
Cc1cc(NC(=O)c2cccc(Cl)c2)n[nH]1	2.3	-0.2	2.3	8.1	-1.9	6.4	-0.5	4.0	-0.3
CCOC(=O)C1=C(N)N2C(=O)C(C)SC2=C(C(=O)OCC)C1c1ccccc1 (stereo not given)	-5.7	3.3	0.5	7.0	2.8	4.5	3.7	4.0	0.1
CCN(CC)S(=O)(=O)c1cccc(-c2n[nH]c(=S)n2CC(C)C)c1	2.1	6.3	-5.6	2.9	11.0	2.4	10.6	-0.4	-0.7
O=C1C2CCCN2C(=O)N1CCCN1CCN(c2cccc(Br)c2)CC1 (stereo not given)	-2.8	11.9	6.2	7.0	14.5	6.9	8.6	0.8	-0.4
COc1ccccc1N1CCN(C2CCN(C(=O)c3ccc(F)cc3)CC2)CC1	4.5	1.3	10.8	4.9	4.0	2.3	23.6	6.6	2.4
COc1cc(/C(C)=N\NC(=O)CSc2nc3ccccc3n2C)ccc1O	-3.2	8.6	0.7	3.7	-10.5	3.2	-9.4	5.2	-1.2
Cc1cc(N2CCCCC2)nc(N2CCCCC2)n1	12.4	9.5	3.9	-1.9	21.0	-1.4	-12.0	2.7	-1.5
NS(=O)(=O)c1cccc(NC(=O)CSc2nnc(C3CC3)n2-c2ccccc2)c1	.	8.0	.	3.0	3.4	3.2	.	7.5	.
Cc1ccc(S(=O)(=O)N2CCN(C(=O)c3ccc(N4CCCCC4)c([N+](=O)[O-])c3)CC2)cc1	4.3	1.8	5.3	5.7	-5.2	-3.8	0.2	-2.8	-0.1
Cn1cnnc1SCC(=O)Nc1ccc(S(=O)(=O)N2CCOCC2)cc1	.	2.3	-4.0	2.5	3.6	5.9	7.0	5.7	-0.6
CCOC(=O)c1c(NC(=O)COC(=O)CCCOc2ccc(OC)cc2)sc(C(=O)NC)c1C	2.0	5.7	3.2	21.5	8.4	-1.0	-8.3	0.2	-1.1
COC(=O)C1=C(CN2CCCc3ccccc32)NC(=O)NC1c1ccc(F)cc1 (stereo not given)	-3.2	8.6	9.6	3.6	24.7	-2.1	-9.7	1.7	3.2
COc1ccc(C(=O)OCC(=O)Nc2nc3c(F)c(F)c(F)cc3s2)cc1OC	-3.3	-9.8	-3.0	1.4	16.4	-2.0	2.0	-11.2	1.0
CC(C)(C)C1CCc2c(sc(NC(=O)CSc3ncn[nH]3)c2C#N)C1 (stereo not given)	5.7	7.6	-2.3	23.1	-3.3	10.2	8.3	8.3	-6.2
COc1cc(C(C)=O)ccc1OCC(O)Cn1nc(C)c(C(C)=O)c1C (stereo not given)	-0.2	-1.7	-0.1	5.7	-6.0	3.3	-0.8	0.2	1.7
O=C(NCc1cccc(F)c1)C1CCC(=O)N(CCc2cccc(F)c2)C1 (stereo not given)	0.1	12.4	12.8	1.9	0.6	5.1	-14.8	-0.3	-1.7
COc1ccc(OCc2ccc(C(=O)N3CCOCC3)cc2)cc1	-13.0	10.7	0.4	-0.6	24.5	-0.3	-8.4	1.7	0.5
CC(=O)Nc1cccc(NC(=O)C(F)(F)F)c1	4.7	-3.2	-1.9	1.6	1.6	8.8	6.9	7.1	-0.2
O=C(Cc1csc(-c2ccccc2)n1)NCC(=O)Nc1ccc(F)c(F)c1F	.	3.5	.	9.1	-0.1	2.6	.	2.1	.
CC(=O)OCC1=C(C(=O)O)N2C(=O)C(NC(=O)C(C)Cn3nc(C)c(Cl)c3C)C2SC1 (stereo not given)	13.7	-1.1	5.4	6.7	-2.6	12.1	1.1	6.2	4.4
CC(/C=N/NC(=O)c1ccc(Br)cc1)=C\c1ccccc1	4.9	-1.5	-4.6	8.2	7.0	0.3	10.9	-2.8	-3.2
O=C(Nc1ccc(Cl)c([N+](=O)[O-])c1)Nc1nc2ccccc2s1	-0.2	.	-14.3	-3.5	8.7	.	-6.1	.	-14.6
O=C(Nc1ccc(Cl)cc1)c1ccc(CN2CCc3ccccc3C2)cc1	1.1	10.1	3.1	-1.3	0.4	5.0	-0.3	-1.5	-1.0
CCOc1ccc(NC(=O)C2CCN(S(=O)(=O)c3cccs3)CC2)cc1	-22.8	8.4	-1.1	-7.2	10.0	2.2	-4.6	-0.1	-5.0
COc1ccc(-n2ncc3c(NCc4cccs4)ncnc32)cc1	-2.5	2.5	3.0	1.7	-9.1	3.3	-13.2	0.4	-3.2
COc1ccc(C(=O)Nc2ccc(N3CCOCC3)cc2)cc1S(=O)(=O)NC1CCCC1	1.3	-2.6	0.8	4.9	1.6	3.4	-17.3	2.2	3.4
Cc1ccc(CSCCC(=O)NCCC2=CCCCC2)cc1	2.1	7.4	0.8	6.5	-6.3	8.0	3.3	10.7	-3.0
CCOC(=O)C1=CN(Cc2ccco2)S(=O)(=O)N(CC)C1c1ccccc1 (stereo not given)	.	-2.8	.	-3.1	.	2.1	.	3.8	.
Nc1nc2c([N+](=O)[O-])cccc2s1	-7.6	3.5	-4.4	-0.2	15.6	5.4	3.0	-9.6	0.0
CCc1ccc(CCC(=O)Nc2ccc(C(C)=O)cc2)o1	9.3	5.7	8.0	1.2	9.6	-1.3	-11.7	-1.6	1.0

Among those listed so far, two contain a cyano group:
SMILES	EBNA-1 inhibitor	PAFAH1B3 inh	LYPLA2 inh	pPAFAH inh	PREPL inh	PAFAH1B2 inh	ZTA counter	PAFAH2 FP inh	LYPLA1 inh
N#CC(C#N)=c1ccc2c(c1)NC1(CCCCC1)N=2	37.6*	4.6	-5.6	9.0	-9.1	6.0	40.2*	18.1	-1.8
CC(C)(C)C1CCc2c(sc(NC(=O)CSc3ncn[nH]3)c2C#N)C1 (stereo not given)	5.7	7.6	-2.3	23.1	-3.3	10.2	8.3	8.3	-6.2

Next records.
SMILES	EBNA-1 inhibitor	PAFAH1B3 inh	LYPLA2 inh	pPAFAH inh	PREPL inh	PAFAH1B2 inh	ZTA counter	PAFAH2 FP inh	LYPLA1 inh
CCCCNC(=O)CSc1nc2ccccc2c(=O)n1CC1COc2ccccc2O1 (stereo not given)	-12.6	1.6	-1.6	-7.7	0.5	-2.0	1.9	-1.8	1.6
Cn1c(=O)c2c(nc(CN3CCc4ccccc4C3)n2Cc2ccc(F)cc2)n(C)c1=O	-4.6	5.4	-0.2	4.5	2.5	4.6	8.4	9.9	-4.6
Cc1ccc(C(=O)NCc2ccc3c(c2)OCO3)cc1S(=O)(=O)N1CCCCC1	1.3	3.8	4.8	3.7	1.6	4.9	6.1	-4.2	4.8
CCc1noc(C)c1C(=O)N1CCN(S(=O)(=O)c2ccc(C(C)=O)cc2)CC1	5.0	-2.6	-9.0	3.9	2.8	-0.1	11.5	6.0	-4.3
